Source: PubChem (several laboratories)
DNMT1 inh – blocks human DNA methyltransferase DNMT1. AID 588458. P26358. DNMT1 molecular beacon, Hinp1I cleavage, fluorescence. inhibition (reported as % activation of signal), % at 10 µM. 360,000 tested, 0.83% active; in the data active = inhibition above about 50%
MLLE-PAM2 inh – blocks PAM2 peptide binding to the PABP1 MLLE domain. P11940. GST-MLLE / FITC-PAM2 fluorescence polarization. inhibition, % at 20 µM. 360,000 tested, 0.36% active. AID 588489; in the data active = inhibition above about 35%, passing the limit was not always enough;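 also: plate controls were DMSO wells with GST-MLLE for no effect and wells lacking GST-MLLE protein for full effect; some results filed as inactive read as strong as hits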
Rpn11 inh – Rpn11 (human) deubiquitinase inhibition | O00487 | human 26S proteasome, Ub4-pepOG fluorescence polarization; 20S core pre-blocked with epoxomicin | calls only at 20 µM | 360,000 tested, 0.59% active | AID 588493;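 active = inhibition at 20 µM, scaled to each plate's controls, above about 33%, limit read from the data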
Target sequence (O00487 whole entry, looked up): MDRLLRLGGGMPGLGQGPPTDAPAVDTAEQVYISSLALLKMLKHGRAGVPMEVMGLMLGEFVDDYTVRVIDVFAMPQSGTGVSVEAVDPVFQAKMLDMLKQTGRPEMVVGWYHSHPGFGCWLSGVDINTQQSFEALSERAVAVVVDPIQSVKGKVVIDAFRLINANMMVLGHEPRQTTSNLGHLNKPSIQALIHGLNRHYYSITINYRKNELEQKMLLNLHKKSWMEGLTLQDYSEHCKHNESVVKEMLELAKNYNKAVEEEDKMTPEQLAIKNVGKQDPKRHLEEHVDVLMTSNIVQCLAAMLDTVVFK
SUMO1-SIM PPI – modulators of human SUMO1-mediated protein-protein interactions | SUMO1 binding to a labelled peptide, TR-FRET, 1 h | 360,000 tested, 0.33% active | AID 602429 | inhibition, % at 20 µM | P63165; in the data active = inhibition above about 37%
TbMetRS inhib – Trypanosoma brucei MetRS inhibition | 360,000 tested, 0.4% active | purified T. brucei MetRS, ATP depletion, Kinase-Glo luminescence | inhibition, % at 11.9 µM;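 active = inhibition above a per-plate cutoff of the control wells' mean inhibition plus 3 SD, cut at about 5.5% in these data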;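 also: 0% = DMSO wells median and 100% = median of wells with control inhibitor compound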
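System: purified T. brucei MetRS enzyme / Detection: Kinase-Glo luciferase luminescence reporting remaining unconsumed ATP / Medium: HEPES buffer with MgCl2, KCl, DTT, spermine, BSA, pyrophosphatase / Replication: singlicate, one well per compound / Evaluation: percent inhibition relative to median high and low control wells / Schedule: 2 h aminoacylation at 25 °C after 15 min preincubation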
STEP inh – inhibitors of human striatal-enriched phosphatase STEP; P54829; recombinant STEP, OMFP fluorogenic substrate, fluorescence; inhibition, % at 20 µM; 360,000 tested, 0.25% active; AID 588621;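 active = inhibition at 20 µM, scaled per plate between control wells, above about 37%, limit read from the data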;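 also: 0% = DMSO with enzyme and substrate and 100% = substrate only without enzyme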
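Material: STEP (striatal-enriched tyrosine phosphatase) enzyme, cell-free | Medium: 50 mM Bis-Tris pH 6.0 with 2.5 mM DTT and 0.005% Tween 20 | Read-out: Percent inhibition scaled to no-enzyme and uninhibited-enzyme controls, plate-pattern corrected | Signal: Fluorescence read at 480 nm ex / 540 nm em | Times: 20 min reaction, room temperature, in the dark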
LMPTP block – blocks human LMPTP phosphatase | P24666 | 360,000 tested, 0.22% active | inhibition, % at 20 µM | recombinant LMPTP-A, OMFP fluorogenic substrate, fluorescence intensity;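 active = compounds that cut the enzyme signal by at least half of the control window in the single-dose screen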;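 also: plate controls were DMSO wells with enzyme plus substrate for no effect and substrate without enzyme for full effect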
Target sequence (P24666 whole entry, looked up): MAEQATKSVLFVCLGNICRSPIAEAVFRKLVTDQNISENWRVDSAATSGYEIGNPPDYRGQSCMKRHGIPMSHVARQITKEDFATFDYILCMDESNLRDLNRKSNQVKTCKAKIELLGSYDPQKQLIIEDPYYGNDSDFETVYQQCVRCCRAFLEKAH
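test system = LMPTP-A | amount = 0.625 nM LMPTP-A final | reagent = fluorogenic phosphatase substrate OMFP at 400 µM final | incubation = 50 min at room temperature | benchmarks = no-enzyme low control, uninhibited high control | medium = Bis-Tris pH 6.0, DTT, detergent | signal = fluorescence intensity of OMFP turnover product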
Scp-1 inhibitor – blocks human Scp-1 phosphatase activity; Q9GZU7; Recombinant Scp1, phosphopeptide, malachite green phosphate absorbance; inhibition, % at 20 µM; 340,000 tested, 0.88% active; AID 493091;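 active = inhibition above about 50% at 20 µM, limit read from the data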;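 also: plate controls were DMSO wells with enzyme for no effect and wells lacking enzyme for full effect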
Target sequence (Q9GZU7 76-261 limits assumed): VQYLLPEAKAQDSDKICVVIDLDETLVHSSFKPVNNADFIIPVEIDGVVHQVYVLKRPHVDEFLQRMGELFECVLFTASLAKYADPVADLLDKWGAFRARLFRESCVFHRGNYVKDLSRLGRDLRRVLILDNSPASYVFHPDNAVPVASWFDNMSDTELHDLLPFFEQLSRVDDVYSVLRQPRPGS
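Incubation: 45 min enzyme reaction at room temperature / System: truncated SCP-1 phosphatase (76-261aa) / Reagent: Phospho 17-mer peptide substrate / Buffer or medium: Acidic Tris acetate buffer with magnesium and detergent / Signal: absorbance at 630 nm / Doses: one concentration, 20 µM, with 1.0% DMSO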
CSN deneddyl inh – inhibitors of human CSN-mediated cullin deneddylation | Purified CSN, SCF-Nedd8-OG deneddylation, fluorescence polarization | inhibition, % at 12.5 µM | Q92905 | 360,000 tested, 0.38% active;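 active = pattern-corrected inhibition above about 35%, with an unprinted fluorescence ratio check between 0.5 and 1.5, limit read from the data, passing the limit was not always enough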;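 also: 0% = enzyme with substrate and 100% = substrate without enzyme; some results filed as inactive read as strong as hits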
Target sequence (Q92905 whole entry, looked up, one chain of several): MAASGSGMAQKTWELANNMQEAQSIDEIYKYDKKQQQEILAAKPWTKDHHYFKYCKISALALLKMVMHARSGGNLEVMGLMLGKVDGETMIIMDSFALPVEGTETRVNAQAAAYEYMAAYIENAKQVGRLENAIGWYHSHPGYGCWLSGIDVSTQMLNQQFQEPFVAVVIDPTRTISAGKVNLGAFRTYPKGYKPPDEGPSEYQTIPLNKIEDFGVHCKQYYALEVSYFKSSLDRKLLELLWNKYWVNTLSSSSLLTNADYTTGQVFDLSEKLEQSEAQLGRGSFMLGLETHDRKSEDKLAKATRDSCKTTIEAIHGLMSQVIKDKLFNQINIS
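Assay system: purified human Csn5 enzyme expressed in HEK293T cells; measure: % inhibition; also added: SCFSkp2-Nedd8OG substrate at 10 nM final; technique: fluorescence polarization; times: reaction 90 min, room temperature; medium: Tris buffer pH 7.5, NaCl, DTT, Tween-20, trehalose, ovalbumin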
NadD inh – NadD (S. aureus) enzyme inhibition; inhibition, % at 20 µM; AID 602399; purified NadD enzyme, colorimetric absorbance read-out; 360,000 tested, 0.78% active; in the data active = inhibition above about 26%; also: some compounds past the cut are filed as inactive
Numbers without * were called inactive; i = inactive; nt = not tested or not shown.

SMILES	DNMT1 inh	MLLE-PAM2 inh	Rpn11 inh	SUMO1-SIM PPI	TbMetRS inhib	STEP inh	LMPTP block	Scp-1 inhibitor	CSN deneddyl inh	NadD inh
O=C(Cc1c[nH]c2ccccc12)NCc1cccs1	6.7	-6.2	i	-1.6	0.5	-1.0	-1.0	-2.3	-11.1	0.3
O=C(c1ccco1)N1CCN(S(=O)(=O)c2ccc3c(c2)OCCO3)CC1	0.0	-0.7	i	-0.2	-0.1	-1.4	-0.5	-15.4	4.5	-1.4
C=CCSC1=C(C#N)C(c2cc(Br)c(O)c(OC)c2)CC(=O)N1 (stereo not given)	-1.7	24.8	i	-2.5	-1.3	-2.0	-5.6	-4.0	2.5	-4.2
O=[N+]([O-])c1ccc(/C=N/Nc2ncc(Br)cn2)cc1	14.1	-18.8	i	3.7	-0.6	19.1	14.5	2.4	4.4	5.0
O=C(CSc1nc(-c2ccccc2)nc2ccc(F)cc12)Nc1cccc(C(=O)O)c1	-0.3	3.8	i	-7.5	-0.2	8.1	62.9*	67.2*	-0.3	11.9
Cc1ccc(Sc2c([N+](=O)[O-])c(C)nn2C)cc1	-0.5	-1.5	i	-2.9	-0.3	0.1	-0.7	-3.3	-1.4	-9.3
CCC(=O)Nc1ccc(C(=O)N/N=C/c2cccnc2)cc1	-1.0	3.8	i	-12.4	1.1	-10.4	-1.6	-2.7	-4.4	-0.8
O=C(COC(=O)CCC1CCCC1)Nc1ccc(F)cc1Cl	2.9	7.6	i	1.6	-0.3	3.5	2.5	-5.7	4.3	-9.2
Cc1ccccc1NS(=O)(=O)c1ccc(C)c(NS(C)(=O)=O)c1C	1.0	-17.9	i	-2.4	0.1	12.3	0.6	-6.7	-1.7	4.0
O=C1COc2ccc(C(=O)COC(=O)Cc3c(F)cccc3Cl)cc2N1	-2.7	-5.5	i	-1.4	-0.4	-1.3	0.3	-7.6	-1.4	-12.6
CC(C)[C@@H](N)C(=O)NC[C@H]1O[C@@H](n2cnc3c(=O)[nH]c(N)nc32)[C@H](O)[C@@H]1O	0.0	2.8	i	0.4	-0.2	-1.5	-0.2	nt	-3.7	-2.8
C[C@H](CO)N1C[C@H](C)[C@@H](CN(C)Cc2cccc(F)c2)Oc2cc(-c3cccc(C#N)c3)ccc2S1(=O)=O	-0.5	6.6	i	2.5	-0.9	1.7	0.1	nt	4.2	-2.0
O=C(COC(=O)c1cc(=O)c2ccccc2o1)Nc1ccc2ccccc2c1	-2.8	1.9	i	-6.2	0.7	-4.3	-0.3	-4.1	6.7	-1.7
COC(=O)C[C@@H]1C=C[C@@H](NC(=O)c2ccccc2F)[C@@H](CO)O1	nt	nt	nt	4.9	-0.3	nt	-0.4	nt	-0.1	nt
CC1=CCC2C(=O)N(CCc3c[nH]c4ccccc34)C(=O)C2C1 (stereo not given)	2.4	6.1	i	0.7	-1.5	0.9	-1.0	-4.0	3.3	-0.1
CC(C)C(NS(=O)(=O)c1ccc2c(c1)OCCO2)C(=O)NCCc1ccccn1 (stereo not given)	1.2	-15.5	i	-0.1	-0.1	1.5	-1.9	-6.1	2.7	-5.4
O=C(CN1CCN(c2ccccc2)CC1)Nc1ccccc1Cl	-4.7	-16.8	i	2.1	0.8	1.6	1.3	-3.4	6.3	1.9
CC(C)C[C@@H]1O[C@H](CCc2ccccc2)Cc2[nH][nH]c(=O)c21	nt	nt	nt	3.2	-1.2	nt	-1.9	nt	2.0	7.4
COC(=O)c1ccc2c(=O)n(CCCCCC(=O)O)c(=O)[nH]c2c1	1.8	-12.0	i	-2.5	-0.2	-0.2	-1.0	-7.4	-9.7	-4.2
Cc1cccc(C)c1NC(=O)Cn1c(=O)c(N2CCCCC2)c(N)n(C)c1=O	-3.9	-4.4	i	-3.3	0.1	-2.5	-0.9	-5.0	-4.5	1.0
O=C(CCN1C(=O)c2cccnc2C1=O)NC1CCCCCC1	-0.6	0.4	i	-7.1	-0.3	1.6	0.0	-10.4	0.4	-1.3
O=C(Nc1ccccc1N1CCCC1)c1ccc([N+](=O)[O-])cc1Cl	0.1	7.4	i	-21.9	0.0	0.0	0.1	0.3	-1.9	3.1
COC(=O)C1(c2ccccc2)NC(c2ccc(O)cc2)C2C(=O)N(c3ccc4c(c3)OCO4)C(=O)C21 (stereo not given)	-1.5	-9.2	i	-2.1	-0.4	-0.2	0.4	2.5	-6.7	1.9
CC1(C)C(=O)Nc2ccccc2N1C(=O)COC(=O)c1cc(S(=O)(=O)N2CCOCC2)ccc1F	8.2	-14.4	i	3.5	-0.6	-0.1	7.0	46.4	-6.0	-3.6
O=C(NCCc1ccccc1)c1cccc2c1C(=O)N(C1CCCCC1)C2	-2.5	10.5	i	-1.9	-0.4	2.9	4.6	-11.2	-1.8	-2.3
Cn1nnc2cc(NC(=O)NCc3ccc4c(c3)OCO4)ccc21	0.8	8.6	i	3.0	-1.3	-2.8	0.3	12.1	-0.8	-4.6
O=S(=O)(NN1CCOCC1)c1ccc(Br)cc1	2.4	30.0	i	-0.4	-0.2	0.2	-0.3	-10.5	2.9	-0.5
Cc1ccc(OCCSCc2nc3ccccc3[nH]2)cc1	-0.6	1.2	i	1.0	6.8*	-0.8	1.3	-3.1	1.6	-2.9
CCN1CCN(C(c2ccccc2)c2nnnn2Cc2ccc3c(c2)OCO3)CC1 (stereo not given)	1.3	9.6	i	-2.1	-0.4	-1.3	-1.8	-3.4	0.5	-1.5
COCc1ccc(CN2CCCCC2C(=O)Nc2ccc(Oc3ccccc3)nc2)o1 (stereo not given)	-0.5	3.7	i	1.9	-0.2	-1.8	-0.2	-1.8	1.6	-0.2
CSc1ccccc1NC(=O)Cn1ccsc1=N	-0.6	-2.0	i	-0.2	-0.8	-5.6	0.2	-5.3	-0.1	-0.4
O=C(c1cn(-c2ccccc2)nc1-c1cccc(Br)c1)N1CCOCC1	-2.9	-2.3	i	-3.7	-0.1	-0.4	1.7	-5.0	1.2	-7.3
Cc1c(Cl)cccc1NC(=O)C1COc2ccccc2O1 (stereo not given)	2.1	11.4	i	6.4	-0.8	2.6	-0.4	-6.2	1.1	-6.1
COc1ccc(/C=C/C(=O)NC(=S)N2CCN(c3ccccn3)CC2)cc1	-3.4	-92.7	i	-2.6	-0.6	2.5	0.0	0.9	-5.5	-0.4
Cc1cc(NC(=O)CCc2ccc(C)o2)no1	-0.4	7.2	i	4.0	-2.2	-1.8	0.3	-8.5	3.9	3.8
Cc1nnc(SCCn2c(N(C)Cc3ccccc3)nc3c2c(=O)[nH]c(=O)n3C)s1	-0.8	-13.2	i	4.8	-0.2	-2.1	-1.3	9.6	0.8	-3.2
O=C(NCc1ccccc1F)C1CCCN(C(=O)NC2CCCCC2)C1 (stereo not given)	4.8	-0.7	i	-4.3	-1.6	-0.2	-2.1	-3.8	-2.6	-1.5
CN(C)c1ccc(O)c2c1CC1CC3[C@@H](N(C)C)C(=O)C(C(N)=O)=C(O)[C@]3(O)C(=O)C1=C2O (stereo not given in full)	89.6*	6.9	i	22.6	-1.4	20.9	34.7	46.9	55.2	1.2
Cc1onc(-c2c(F)cccc2Cl)c1C(=O)NCCO	0.3	3.6	i	-0.5	-0.6	0.4	-2.0	2.2	-1.2	-7.7
c1ccc(OCCNc2nc(NCC3CC3)nc3cc(-c4ccccc4)sc23)cc1	-15.0	-0.1	i	-2.6	-0.3	43.0*	4.9	nt	-1.0	33.1*
O=c1[nH]c(=O)n([C@H]2C[C@H](O)[C@@H](CO)O2)cc1Br	-2.2	4.7	i	-0.9	0.0	-1.6	-0.1	2.7	0.0	2.3
Cc1cc(C(=O)N/N=C2\CC(=O)CC(C)(C)C2)c(C)n1-c1ccccc1	-2.2	6.5	i	-1.6	-1.6	-0.5	0.4	0.7	4.0	4.3
Cc1cc(C)cc(N2CCCn3c2nc2c3c(=O)n(CC(=O)OCc3ccccc3)c(=O)n2C)c1	0.1	-5.5	i	0.3	-0.7	1.7	4.8	-4.3	0.4	1.6
Cc1ccc(C2Nc3ccccc3C(=O)N2Cc2ccco2)cc1 (stereo not given)	-3.5	-11.1	i	0.6	-1.4	-0.9	1.3	8.4	0.9	3.7
O=[N+]([O-])c1cc(S(=O)(=O)NC2=NCCCCC2)ccc1Cl	1.7	8.2	i	-20.0	0.4	-2.0	0.3	-5.2	-6.7	3.6
O=C(COc1ccc([N+](=O)[O-])cc1)Nc1ccc2c(c1)CCC2	-8.2	2.0	i	-22.3	-0.3	-1.4	0.4	-12.1	1.4	3.3
C=CCc1cccc2cc(C(=O)N(C)C)c(=O)oc12	0.9	-9.3	i	0.5	-0.2	1.9	-1.5	0.4	1.0	-1.0
COc1ccc(CCNC(=O)c2c(C)nn(-c3ccccc3)c2Cl)cc1OC	0.9	10.4	i	-2.2	-0.4	0.5	0.2	-3.0	5.4	1.4
CCOc1cc(C(=O)O/N=C(\N)c2ccc([N+](=O)[O-])cc2)cc(OCC)c1OCC	5.7	11.6	i	-13.2	-1.5	1.2	-0.8	0.4	3.8	-2.9
O=C(O)c1c(-n2cccc2)sc2c1CCCC2	-0.3	3.0	i	1.8	0.5	0.2	-0.1	-6.0	-3.6	10.0
O=C(c1ccccc1)c1cccc(NC(=O)c2ccco2)c1	0.4	-2.1	i	-0.6	0.1	-1.6	0.9	-12.2	-2.3	0.2

Reprinted at random: 4 records from the list
SMILES	DNMT1 inh	MLLE-PAM2 inh	Rpn11 inh	SUMO1-SIM PPI	TbMetRS inhib	STEP inh	LMPTP block	Scp-1 inhibitor	CSN deneddyl inh	NadD inh
CCOc1cc(C(=O)O/N=C(\N)c2ccc([N+](=O)[O-])cc2)cc(OCC)c1OCC	5.7	11.6	i	-13.2	-1.5	1.2	-0.8	0.4	3.8	-2.9
O=C(COc1ccc([N+](=O)[O-])cc1)Nc1ccc2c(c1)CCC2	-8.2	2.0	i	-22.3	-0.3	-1.4	0.4	-12.1	1.4	3.3
C=CCc1cccc2cc(C(=O)N(C)C)c(=O)oc12	0.9	-9.3	i	0.5	-0.2	1.9	-1.5	0.4	1.0	-1.0
O=C(c1ccccc1)c1cccc(NC(=O)c2ccco2)c1	0.4	-2.1	i	-0.6	0.1	-1.6	0.9	-12.2	-2.3	0.2
